Screens from PubChem BioAssay.
GAA glycogen mod: inhibitors or activators of human alpha-glucosidase glycogen cleavage. recombinant GAA, glycogen substrate, Amplex Red glucose oxidase fluorescence. actives 0.38% (n = 300,000). AID 2100. Potency, µM (titrated, usually from 76.4 µM), for the others: at the top dose activity change, negative = inhibition, usual class: inhibitors; active = well fitted inhibition curve with a large enough effect; inconclusive = small, poorly fitted or top-dose-only effect, or another doubt; inactive = no such curve, though single readings can be large or run the other way;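 note: 0% = full enzyme reaction and -100% = no-enzyme basal signal; the screen sought inhibitors and activators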
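Natural-substrate format: glycogen cleavage by 4 nM human enzyme, glucose read by Amplex Red coupling (Ex 573, Em 610 nm). Normalized to enzyme and no-enzyme controls.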
An asterisk follows results filed as active; ? = inconclusive; [ ] = dose if it differs, or a comment. Potency is the fitted concentration of half-maximal effect. A portion of the library (hit frequency here may not be typical).

SMILES	GAA glycogen mod
Cc1ccc(S(=O)(=O)N2CCN(c3ncnc4sccc34)CC2)cc1	1%[76.3 µM]
CCC(=O)N1CCCc2cc(S(=O)(=O)CCC(=O)Nc3ccccc3C)ccc21	-6%[76.3 µM]
COc1cc(NS(=O)(=O)c2ccc3c(c2)C(C)(C)C(=O)N3C)cc(OC)c1	-17%[76.3 µM]
CC(CC(=O)NCc1ccc(Cl)cc1)c1ccccc1 (centres undefined)	-7%[76.3 µM]
O=C(COc1ccccc1Cl)N1CCN(C(=O)c2ccco2)CC1	-3%[76.3 µM]
Cc1ccc(CCNS(=O)(=O)c2ccc3c(c2)NC(=O)C(C)C(=O)N3)cc1 (centres undefined)	-10%[76.3 µM]
Cc1ccc(C)c(N2CCN(CCN3CCCCC3)CC2)c1	3%
COc1ccc(NC(=O)C(=O)Nc2cccc3ccccc23)c(OC)c1	-8%[76.3 µM]
COc1ccc(S(=O)(=O)N2CCN(CC(=O)Nc3cccc(OC)c3)CC2)cc1	-5%[76.3 µM]
Cc1cc(-c2ccc(S(=O)(=O)NCc3ccc(F)cc3)cc2)on1	5%[76.3 µM]
Cc1ccc(NC(=O)CSc2nc(-c3ccco3)nc3cc(=O)[nH]n23)c(Cl)c1	-21%[76.3 µM]
Cc1ccc(CNC(=O)c2nccnc2C(=O)O)cc1	2%
CC1(c2ccccc2)NC(=O)N(CC(=O)Nc2nnc(C3CC3)s2)C1=O (centres undefined)	2%[76.3 µM]
Cc1ccccc1NC(=O)Cc1nnc(SCC(=O)NC2CCCC2)n1C	-2%
COc1cccc(Nc2cc(C)c3ccccc3n2)c1	-2%
Cc1ccc(C2=NN(CC(=O)NCCN(C)C)C(=O)CC2)cc1	4%
CC1C(=O)Nc2ccc(S(=O)(=O)N3CCc4ccccc4C3)cc2NC1=O (centres undefined)	-12%
O=C(NCCN1CCN(C(=O)c2ccc(Br)cc2)CC1)c1ccc(Br)cc1	2%[76.3 µM]
COc1ccc(Cl)cc1S(=O)(=O)Nc1ccc(Cl)cn1	4%
O=C(Nc1c(Cl)cccc1Cl)c1cc(-c2ccco2)on1	-23%
O=C(CN(Cc1ccco1)C(=O)CNS(=O)(=O)c1ccc(Cl)cc1)NCc1ccco1	15%
Cn1c(O)c(N=Nc2ccccc2)c2ccccc21	-2%
N#Cc1ccccc1NC(=O)COC(=O)c1ccc(F)cc1F	-17%
O=C(NC1CC1)c1cc2ccccc2o1	-3%[76.3 µM]
Cc1ccc(-c2nnc(SCC(=O)N(CC(C)C)c3c(N)n(Cc4ccccc4)c(=O)[nH]c3=O)n2N)cc1	-3%[76.3 µM]
Cc1nc(-c2ccc(NC(=O)C(C)(C)C)cc2)c(-c2ccccc2)o1	2%
COc1ccc(C)cc1NC(=O)CSc1nc2ccccc2nc1N1CC(C)OC(C)C1 (centres undefined)	-11%[76.3 µM]
COC(=O)c1ccc(OCC(O)CN2CCc3cc(OC)c(OC)cc3C2c2ccccc2)cc1 (centres undefined)	-13%[76.3 µM]
CC1CN(C(=O)c2cccc(Oc3ccccc3)c2)CC(C)O1 (centres undefined)	-12%[76.3 µM]
Cc1ccc(C(=O)Nn2cnc3ccccc3c2=O)cc1C	4%
COc1ccccc1NC(=O)N1CCCC1C(=O)NCc1cccs1 (centres undefined)	-1%
CCCc1cc(=O)[nH]c(N2CCN(Cc3ccc4c(c3)OCO4)CC2)n1	-5%
CCCOC(=O)c1ccc(NC(=O)CN(C)Cc2cccs2)cc1	3%
O=C(NNC(=S)NC(=O)c1ccccc1)c1cccc([N+](=O)[O-])c1	2%
Cc1c(C)c(C)c(C(=O)CCc2cccc(NC(=O)CCC(=O)O)c2)c(C)c1C	4%
CS(=O)(=O)c1ccc(C(=O)N2CC(=O)Nc3ccccc32)cc1	2%[76.3 µM]
CC1CCN(C(=O)Cn2c3ccccc3c3nc4n(c(=O)c32)CCCS4)CC1	-2%[76.3 µM]
CCN1CCN(C(=O)c2nn(C)c3c2CS(=O)(=O)c2ccccc2-3)CC1	-5%[76.3 µM]
COc1ccc(CN(C)C(=O)Cc2ccsc2)c(OC)c1OC	-7%
O=C(Nc1ccc(C(=O)N2CCCCC2)cc1)c1ccc([N+](=O)[O-])cc1	0%[76.3 µM]
CCCOc1ccc(N/C=C/C(=O)c2ccc(OC)c(OC)c2)cc1	-15%[76.3 µM]
CC(C)NC(=O)c1[nH]nc2c1CCc1ccccc1-2	-6%
COc1ccc(NC(=O)c2cccc(N3C(=O)c4ccc(C(=O)Nc5ccc(OC)c(O)c5)cc4C3=O)c2)cc1O	-3%[76.3 µM]
COc1cc(NC(=O)c2cccs2)ccc1NC(=O)Cc1ccccc1	-1%[76.3 µM]
COc1ccccc1C1C2=C(CC(C)(C)CC2=O)N(CC(=O)O)C2=C1C(=O)CC(C)(C)C2	-25%[76.3 µM]
COC(=O)C1CN(S(=O)(=O)c2ccc(NC(C)=O)cc2)CCS1 (centres undefined)	3%[76.3 µM]
CCC(=O)N1CCc2cc(S(=O)(=O)N3CCN(c4cc(C)ccc4C)CC3)ccc21	6%[76.3 µM]
O=C(NCCN1CCN(C(=O)c2ccc(F)cc2)CC1)C(=O)NCc1ccccc1	-5%
O=C(NCC1CCCO1)c1nc(Cn2ccc([N+](=O)[O-])n2)no1 (centres undefined)	?
Nc1nc(SCC(=O)N2CCCCC2)[nH]c(=O)c1NC(=O)c1ccccc1F	-4%[76.3 µM]

(continued)
SMILES	GAA glycogen mod
COC(=O)c1ccc(/C=C2\CCn3c2nc2cc(C(=O)O)ccc2c3=O)cc1	5%
CCOC(=O)C1(Cc2ccccc2C)CCCN(C(=O)CCc2c(C)noc2C)C1 (centres undefined)	-4%[76.3 µM]
COc1cc(OC)c(C(=O)NC2CCCc3ccccc32)cc1OC (centres undefined)	-13%
NS(=O)(=O)c1ccc(CCNC(=O)COc2ccc3c4c(c(=O)oc3c2)CCC4)cc1	-1%[76.3 µM]
Cc1cc2cc3c(cc2nc1SCC(=O)N1CCOCC1)OCO3	-10%
Cc1ccc(S(=O)(=O)NC(C(=O)N2CCOCCOCCOCC2)C(C)C)cc1 (centres undefined)	-1%
CCOC(=O)c1ccc(N2C(=O)c3cccc4c(C(=O)O)ccc(c34)C2=O)cc1	12%[76.3 µM]
CC1(C)CCc2cc(CN3CCN(c4ccccn4)CC3)ccc2O1	1%
Cc1cc(C)c(N(C(=O)c2csnn2)C(C(=O)NC2CCCC2)c2ccncc2)c(C)c1 (centres undefined)	-7%
CCc1sc(C(=O)N2CCN(c3ncccn3)CC2)cc1Br	0%[76.3 µM]
O=C(CCS(=O)(=O)c1ccccc1)Nc1nnc(C(F)(F)F)s1	1%[76.3 µM]
O=C(CN1CCN(C(=O)C2CCCO2)CC1)Nc1ccc(F)cc1 (centres undefined)	-5%[76.3 µM]
C=C(C)CN(CC)C(=O)CN1C(=O)NC(C)(c2ccc3ccccc3c2)C1=O (centres undefined)	-13%
Cc1ccc(N2CC(C(=O)NC(C)CCc3ccccc3)CC2=O)cc1 (centres undefined)	-2%[76.3 µM]
O=C(O)Cn1c(Cc2ccccc2)nc2ccccc21	11%[76.3 µM]
CSCC[C@H](N)C(=O)N1CCC(C(=O)N[C@@H](Cc2c[nH]c3ccccc23)C(=O)O)CC1	-21%
O=C(Nc1cccc(C(F)(F)F)c1)c1cccnc1NCCO	-1%[76.3 µM]
COCCNC(=O)C(Cc1c[nH]c2ccccc12)NC(=O)OCc1ccccc1 (centres undefined)	9%[76.3 µM]
O=C(/C=C(\O)c1ccccc1)C(=O)NNC(=O)c1ccccc1	?
COC(=O)c1nnn(-c2nonc2N)c1CN1CCCC1	-10%
O=C(COC(=O)/C=C/c1ccccc1Cl)NCCNC(=O)COC(=O)/C=C/c1ccccc1Cl	-1%[76.3 µM]
Cc1ccc(CCC(=O)Nc2ccc(CC(=O)O)cc2)o1	2%[76.3 µM]
COCCC(=O)N1CCC(Oc2ccc(C(=O)N3CCCCCC3)cc2)CC1	7%[76.3 µM]
O=C(Nc1ccccc1)c1ccccc1OS(=O)(=O)c1ccccc1	5%[76.3 µM]
Cc1ccccc1CCN(CC(=O)NCc1ccc(F)cc1)C(=O)c1csnn1	-1%
COC(=O)c1ccc(NC(=O)C2C3C=CC(C3)C2C(=O)O)cc1 (centres undefined)	2%
Cc1cc(NC(=O)c2ccco2)c(=O)n(Cc2cccc(C(F)(F)F)c2)c1	-1%[76.3 µM]
CCS(=O)(=O)N1Cc2ccccc2CC1C(=O)Nc1cccc(S(=O)(=O)N(C)C)c1 (centres undefined)	4%
COC(=O)[C@H](CCSC)NC(=O)c1cc2c(cn1)[nH]c1ccccc12	0%
O=C(NCCN1CCOCC1)c1cc(-c2ccc(Cl)c(Cl)c2)on1	-1%
Cc1ccc(-c2cnn(-c3ccccc3)c2N)cc1	6%
Cc1cc(OC(C)C(=O)N(Cc2cccs2)C2CCS(=O)(=O)C2)ccc1Cl (centres undefined)	5%[76.3 µM]
COc1ccc2c(c1)cc(C(=O)N[C@@H](Cc1ccccc1)C(=O)N[C@@H](C)C(=O)O)n2C	-15%
Cc1ccc(C)c(CN2CCC(n3nccc3NC(=O)CCCc3ccccc3)CC2)c1	3%[76.3 µM]
CCc1cccc(NC(=O)CCCn2nc(CC)n3c(cc4occc43)c2=O)c1	-1%[76.3 µM]
COc1ccccc1N=Nc1c(C)[nH][nH]c1=O	-3%
Cc1ccccc1NC(=O)c1cccc(S(=O)(=O)N2CCOCC2)c1	-20%
COc1ccc(/C=C2\SC(=S)N(CCC(=O)Nc3ccc(C(=O)O)cc3)C2=O)cc1OC	-24%
Cc1c(CC(=O)O)c(=O)oc2cc(OCc3ccc(Cl)cc3)ccc12	-2%
O=C(Nc1cccc2cccnc12)c1cccc(Cl)c1	-10%[76.3 µM]
COc1ccc(OC)c(N(CC(=O)NC2CCCC2)S(=O)(=O)c2ccc(OC)c(OC)c2)c1	-3%[76.3 µM]
COc1cccc(CNC(=O)C(CC(C)C)NC(=O)c2ccccc2C)c1 (centres undefined)	-2%
CCOc1ccc(C(=O)CCC(=O)N2CCC(C(=O)OC)CC2)cc1	-6%
NS(=O)(=O)c1ccc(CNC(=O)CNC(=O)c2ccc(Br)o2)cc1	-4%[76.3 µM]
CCC/C(=N\NC(=O)c1ccco1)c1ccc(Cl)s1	-2%[76.3 µM]
CC(=O)c1c(C)n(-c2ccc(C)cc2C)c2ccc(O)cc12	3%
CCN(C(=O)COC(=O)c1ccc(F)c(S(=O)(=O)N2CCOCC2)c1)C1CCS(=O)(=O)C1 (centres undefined)	-1%[76.3 µM]
COc1ccc(NC(=O)c2ccc3[nH]c(C)c(C)c3c2)cc1	3%
C/C1=C\CCC2C(/C=C(\C)CC1)OC(=O)C2CN1CCCCC1 (centres undefined)	2%
CC(C(=O)N1CCc2ccccc2C1)N(c1ccccc1)S(C)(=O)=O (centres undefined)	1%[76.3 µM]

(listing goes on)
SMILES	GAA glycogen mod
O=C1CSC(=S)N1c1ccc(O)cc1	3%[76.3 µM]
Cc1cc(NC(=O)c2cc(-c3ccccc3Cl)nc3ccccc23)no1	-2%
COCC(C)NC(=O)COCc1cc(-c2ccc3c(c2)OCO3)on1 (centres undefined)	-1%
Cn1nccc1C(=O)Nc1nnc(C2CC2)s1	7%[76.3 µM]
Cc1cc(OCC(=O)NC(Cc2ccc(Cl)cc2)C(=O)O)c2c(C)c(C)c(=O)oc2c1 (centres undefined)	6%[76.3 µM]
COc1ccc(OC2CCN(S(=O)(=O)c3ccc(OC)c(OC)c3)CC2)cc1	0%
COc1ccc(CC(=O)N2CCN(c3ccccc3OC)CC2)cc1OC	2%[76.3 µM]
CCOC(=O)C1=C(C)N(CCCC(=O)O)C(=O)NC1c1ccc(Cl)cc1 (centres undefined)	2%[76.3 µM]
NC(=O)CC(NC(=O)Cc1cccc2ccccc12)c1ccc(N2CCC(Cc3ccccc3)CC2)c([N+](=O)[O-])c1 (centres undefined)	5%[76.3 µM]
